D3 ag – qHTS of D3 Dopamine Receptor Agonist: qHTS; D3R DiscoveRx beta-arrestin cells, luminescence, 90 min; max activation, %; hit rate 0.58% among 410,000; D(3) dopamine receptor (Homo sapiens), P35462; AID 652048, 2013; in the data active means max activation above about 30%; further: 0% is about no effect; mostly tested at two doses, the higher about 12 µM
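Agonist mode: compounds and dopamine controls were applied to plated cells for 90 min at 37 degrees C after an overnight attachment at 1500 cells/well. Luminescent read-out followed 30 - 60 minutes at room temperature with DiscoveRx detection reagent.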
PI5P4K alpha inh – qHTS for Inhibitors of phosphatidylinositol 5-phosphate 4-kinase (PI5P4K). max response, %. Phosphatidylinositol 5-phosphate 4-kinase type-2 alpha (Homo sapiens), P48426. hit rate 1.2% among 330,000. PI5P4Kalpha enzyme, ADP-Glo luminescence, 60 min; active compounds read low; active means max response of -50% or lower; inconclusive means between -30% and -50%; inactive means -30% or higher; further: value at the top dose of about 77 µM; on the % scale 0 is the no-effect control and ±100 the full control effect
Target sequence (P48426 whole entry, looked up): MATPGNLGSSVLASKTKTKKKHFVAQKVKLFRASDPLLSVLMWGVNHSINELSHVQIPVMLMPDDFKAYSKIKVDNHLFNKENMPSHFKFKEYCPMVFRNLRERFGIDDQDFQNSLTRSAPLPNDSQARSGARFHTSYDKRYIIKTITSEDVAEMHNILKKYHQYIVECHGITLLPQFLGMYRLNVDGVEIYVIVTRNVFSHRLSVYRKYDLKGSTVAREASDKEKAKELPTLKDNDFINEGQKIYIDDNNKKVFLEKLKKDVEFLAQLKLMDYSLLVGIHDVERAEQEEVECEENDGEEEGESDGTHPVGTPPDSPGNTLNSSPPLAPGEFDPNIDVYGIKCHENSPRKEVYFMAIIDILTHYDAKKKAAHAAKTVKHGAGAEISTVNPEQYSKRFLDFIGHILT
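Luminescence from ADP-Glo served as readout of PI5P4Kalpha activity in a qHTS format. Reaction: enzyme, substrate, compound, ATP at 5 microM final, 60 min at RT.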
PLK1 PBD block – qHTS for Inhibitors of PLK1-PDB (polo-like kinase 1 - polo-box domain): Primary Screen; hit rate 2.8% among 360,000; Potency, µM, for inactives: max response, negative = inhibition, actives largely listed as inhibitors; Plk1 PBD binding of FITC phosphopeptide, fluorescence polarization; Serine/threonine-protein kinase PLK1 (Homo sapiens), P53350; AID 720504, 2013; further: potency means the concentration at half of the fitted maximal effect; series mostly up to about 57 µM; on the % scale 0 is the no-effect control and ±100 the full control effect; nearly all actives have a fitted effect of over 65% in size
GLP-1R agonist – qHTS of GLP-1 Receptor Agonists; HEK293 GLP-1R CRE-luciferase, luminescence, 4-6 h; cells express a hypersensitive GLP-1R form; Potency, µM (doses to about 45.6 µM), for inactives: at the top dose activation, most hits filed as activators; hit rate 0.007% among 380,000; AID 624172, 2012; further: potency means the concentration at half of the fitted maximal effect; % of control where 0% means no effect
Target sequence (P43220 whole entry, looked up): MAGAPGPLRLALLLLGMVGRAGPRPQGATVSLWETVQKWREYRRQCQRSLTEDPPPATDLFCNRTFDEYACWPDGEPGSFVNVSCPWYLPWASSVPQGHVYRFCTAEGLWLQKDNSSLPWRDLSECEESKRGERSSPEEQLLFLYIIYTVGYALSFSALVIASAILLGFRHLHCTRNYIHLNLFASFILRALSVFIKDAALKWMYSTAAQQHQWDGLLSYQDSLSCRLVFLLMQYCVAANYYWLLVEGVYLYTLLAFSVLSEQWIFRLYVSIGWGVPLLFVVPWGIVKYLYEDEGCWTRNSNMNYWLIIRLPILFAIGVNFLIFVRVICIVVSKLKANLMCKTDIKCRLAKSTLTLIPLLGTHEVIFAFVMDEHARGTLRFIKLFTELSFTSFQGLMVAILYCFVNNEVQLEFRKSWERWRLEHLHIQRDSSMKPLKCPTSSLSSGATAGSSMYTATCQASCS
IL2 activator – qHTS of IL-2 Activators; IL-2 activation reporter assay, cell-based qHTS; stimulated with anti-CD3/CD4/CD28 beads; in transgenic mouse T cells; activation, % (series mostly up to about 46 µM); hit rate 0.065% among 360,000; AID 652025, 2013; in the data active means activation above about 50%; inconclusive means mostly about 30% to 49%; further: 0% is about no effect
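Readout: EGFP and DsRed signals by fluorescent plate cytometry. Unstimulated transgenic mouse T cells received compound 60 min before antibody-bead stimulation, then incubated 18 h at 37 degrees C.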
HEK293 tox – qHTS of GLP-1 Receptor Inverse Agonists: Cytotox Screen; hit rate 0.13% among 410,000; HEK293 cAMP-luciferase reporter cells, luminescence, 24 h; AID 624418, 2012; Potency, µM (doses to about 38.3 µM), inactives show top-dose activity change, negative = inhibition, actives largely listed as inhibitors;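 further: loss of luciferase light is scored as toxicity; potency means the concentration at half of the fitted maximal effect; on the % scale 0 is the no-effect control and ±100 the full control effect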
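MLSMR compounds, 24 hr on cells at 37 deg C/5% CO2; luminescence after luciferase reagent (12 min RT). Inhibition counted as the undesired cytotoxic outcome.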
GLP1R inv ag – qHTS of GLP-1 Receptor Inverse Agonists (Inhibition Mode) | HEK293 GLP-1R CRE-luciferase, luminescence, 24 h; GLP-1R form is constitutively active | Potency, µM (highest dose often 38.3 µM), for the others: top-dose activity change, negative = inhibition, most hits filed as inhibitors | hit rate 1.6% among 410,000; further: potency means the concentration at half of the fitted maximal effect; on the % scale 0 is the no-effect control and ±100 the full control effect; nearly all actives have a fitted effect of over 55% in size
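Seeding at 200 cells/uL, 12 h culture, 24 hr compound treatment, then luciferase reagent and a luminescence read; cells are HEK293 stably expressing a constitutively active GLP-1R plus cAMP-responsive luciferase.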
WRN helicase inh – qHTS for Inhibitors of WRN Helicase | Bifunctional 3'-5' exonuclease/ATP-dependent helicase WRN (Homo sapiens), Q14191 | hit rate 0.46% among 360,000 | AID 651768, 2012 | Potency, µM (titrated, usually from 114 µM), without a hit: top-dose activity change, negative = inhibition, usual class: inhibitors | WRN helicase unwinding, fluorescent forked duplex, kinetic; further: potency means the concentration at half of the fitted maximal effect; on the % scale 0 is the no-effect control and ±100 the full control effect; nearly all actives have a fitted effect of over 55% in size
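Screening of the MLSMR collection measured strand separation of a quenched forked DNA duplex (100 nM) by 20 nM WRN with 2 mM ATP, all final. Compounds were preincubated with enzyme 15 min at room temperature.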
DRD3 antagonist – qHTS of D3 Dopamine Receptor Antagonist: qHTS. D3R cells, DiscoveRx beta-arrestin luminescence, antagonist mode; active compounds read low. max response, negative = inhibition, %. hit rate 2.5% among 360,000; in the data active means max response below about -50%; inconclusive means no clear call, values can overlap the other calls; further: on the % scale 0 is the no-effect control and ±100 the full control effect; mostly tested at two doses, the higher about 12 µM
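Cells expressing the human receptor were seeded at 1500 cells/well, incubated overnight at 37 degrees C in 5% CO2, then exposed to library compounds with dopamine controls for 90 minutes at 37 degrees C before luminescent detection.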
* = called active by the depositor; u = inconclusive; x = not tested or not shown; & = joins results of further samples; [ ] = another dose, or the depositor's remark. Unless noted, the call rests on the fitted dose curve; in most records, active means well fitted curve in the direction sought with a large enough effect; inconclusive means small, poorly fitted or top-dose-only effect, or another doubt; inactive means no such curve, though single readings can be large; an effect the other way counts as inactive or inconclusive.

Preview, 2 compounds:
SMILES	D3 ag	PI5P4K alpha inh	PLK1 PBD block	GLP-1R agonist	IL2 activator	HEK293 tox	GLP1R inv ag	WRN helicase inh	DRD3 antagonist
O=c1c2ccccc2c(-c2ccccc2)nn1-c1ccccc1	-12.8	2.0	-12.3%	7.4%	-1.5	12.8%	u	3.1%	-9.3
Cc1ccc(-c2nn(-c3ccccc3Cl)cc2C(=O)NCC2CCCO2)cc1 (stereo not drawn)	-8.6	-5.5	-13.3%	2.7%	-3.6	-9.7%	u	8.4%	4.8

The listing, repeating the preview:
SMILES	D3 ag	PI5P4K alpha inh	PLK1 PBD block	GLP-1R agonist	IL2 activator	HEK293 tox	GLP1R inv ag	WRN helicase inh	DRD3 antagonist
O=c1c2ccccc2c(-c2ccccc2)nn1-c1ccccc1	-12.8	2.0	-12.3%	7.4%	-1.5	12.8%	u	3.1%	-9.3
Cc1ccc(-c2nn(-c3ccccc3Cl)cc2C(=O)NCC2CCCO2)cc1 (stereo not drawn)	-8.6	-5.5	-13.3%	2.7%	-3.6	-9.7%	u	8.4%	4.8
c1ccc2c(c1)OCC(c1csc3ncnc(N4CCCCC4)c13)O2 (stereo not drawn)	0.1	-3.9	0.0%	-4.1%	-0.8	-3.5%	u	-8.7%	u
Cc1ccc(S(=O)(=O)N(C)c2ccc(OC(=O)COc3ccccc3)cc2)cc1	0.7	1.6	-11.7%	4.3%	0.2	5.3%	4.5%	u	0.0
Cc1nonc1C(=O)N1CCCC(Nc2ccc(C(C)C)cc2)C1 (stereo not drawn)	2.7	-6.1	-11.6%	1.9%	0.6	-9.0%	u	-3.7%	-27.2
c1ccc(-c2cc3nc(NCc4cccs4)nc(NCc4ccc5occc5c4)c3s2)cc1	6.5	x	0.8%	-4.0%	-0.6	u	u	-2.8%	3.4
Nc1ccc(Br)cc1-c1nc2ccccc2[nH]c1=O	-1.2	5.2	9.0%	-5.2%	-3.3	0.1%	39.7%[activator]	-7.7%	-6.9
CC(C)N=C(NS(=O)(=O)NC(=O)c1ccccc1)c1ccccc1	-17.8	0.1	0.3%	-4.8%	0.1	0.5%	16.5%	12.9%	-12.1
CCOC(=O)C1=C(COC(=O)c2cc([N+](=O)[O-])ccc2Cl)NC(=O)NC1C (stereo not drawn)	-7.9	3.2	2.9%	6.8%	-3.4	1.9%	2.9%	6.9%	-20.4
CCN1CCN(CC(O)COC(c2ccccc2)c2ccccc2C)CC1 (stereo not drawn)	-4.6	-1.2	-9.3%	3.9%	-0.4	-2.1%	-22.4%	-9.9%[11.6 µM]	-6.1
COc1ccc(Cl)cc1S(=O)(=O)NC(C)c1cnn(-c2ccccn2)c1C (stereo not drawn)	0.9	-0.2	u	2.2%	-1.8	6.7%	-11.5%	10.4%	-20.8
NC1=NC2(CCCC2)N=C(Nc2ccccc2)N1	-3.7	-2.3	-9.6%	0.6%	-2.6	0.2%	3.7%	6.7%	-0.5
O=C(N/N=C/c1cc(Br)ccc1OC(=O)c1ccc(Br)cc1)c1ccncc1	5.6	3.6	3.9%	2.1%	0.1	-0.6%	u	10.6%	6.2
O=C1CC(=O)N(CCNc2ncc(C(F)(F)F)cc2Cl)C(=O)N1	4.5	0.4	4.3%	-24.6%	1.9	16.7%	0.4%	-1.5%[57.1 µM]	-0.7
NNC(=O)c1ccc(COCC(F)(F)F)cc1	6.0	1.7	4.0%	1.7%	1.6	-6.4%	-7.2%	-17.1%	18.5
CCOC(=O)Nc1ccc2c(c1)N(C(=O)N1CCN(C)CC1)c1ccccc1S2	-9.4	-3.3	-5.2%	6.3%	-1.9	-36.3%	-15.1%	-0.6%	-27.7
O=C(COC(=O)c1ccc(S(=O)(=O)NCc2ccco2)cc1)Nc1ncc(Cl)cc1Cl	5.7	-13.0	-4.3%	4.8%	9.1	0.2%	9.2%	-5.3%	8.3
CC(c1ccco1)N(C(=O)COc1ccc(Cl)cc1Cl)c1ccccn1 (stereo not drawn)	7.2	x	-2.0%	5.0%	-0.2	-17.1%	-0.2%	-14.5%[57.1 µM]	13.6
N#Cc1ncc(-c2ccc3c(c2)OCCOCCOCCOCCOCCO3)nc1C#N	8.6	-2.2	1.1%	-1.2%	0.0	-11.7%	10.9%	12.1%	-1.9
COc1ccc(-n2nnnc2SCC(=O)N(C)C2CCS(=O)(=O)C2)cc1 (stereo not drawn)	-6.2	-5.0	2.6%	1.3%	-0.6	1.3%	1.9%	-3.8%	-17.8
Nc1nc(SCc2ccccc2Cl)ns1	0.0	-0.1	29.9µM*	-0.8%	1.2	5.9%	u	-7.4%	-0.5
COc1ccc(N=[N+]([O-])c2ccc(OC)cc2)cc1	-5.2	-3.0	-16.7%	0.4%	0.6	9.8%	-27.9%	3.9%	-6.1
COc1ccc(C(CNC(=O)/C=C/c2c(Cl)nc3ccccn23)N(C)C)cc1 (stereo not drawn)	-14.1	2.6	-4.2%	6.8%	-0.8	5.5%	-19.6%	-7.3%	-26.0
Cc1cccc(C(=O)Nc2ccn(C)n2)c1	4.1	-3.8	2.0%	0.7%	0.4	-5.5%	-27.0%	5.7%	9.9
O=C(NCc1ccccc1)c1cc(-c2ccco2)on1	-14.2	x	-6.1%	-15.2%	-0.5	-11.0%	7.1%	-5.7%	-9.0
SMILES	D3 ag	PI5P4K alpha inh	PLK1 PBD block	GLP-1R agonist	IL2 activator	HEK293 tox	GLP1R inv ag	WRN helicase inh	DRD3 antagonist
C/C(N)=C(/C#N)C(=O)COC(=O)CNS(=O)(=O)c1ccc(C)cc1	1.1	-3.0	-12.3%	-0.3%	-2.7	-0.1%	3.1%	-5.7%	-16.7
O=C(CSc1nnc(CNc2ccc(F)cc2)n1CC1CCCO1)N1CCOCC1 (stereo not drawn)	-1.7	-3.2	-16.4%	4.9%	0.0	0.0%	4.1%	-12.4%[57.1 µM]	-0.3
C[C@H]1Cn2cnc(C(=O)Nc3ccc(CNC(=O)OC(C)(C)C)cc3)c2C(=O)N1	11.9	-1.4	-5.9%	0.4%	-2.5	11.6%	8.8%	-2.8%	14.8
CC12CCC(=O)N1C(C(=O)NNC(=O)COc1ccccc1F)CS2 (stereo not drawn)	-7.1	0.3	-4.8%	14.5%	-2.9	4.5%	0.2%	2.4%	16.5
COc1cccc(N2CCN(S(=O)(=O)c3ccc4c(c3)NC(=O)CS4)CC2)c1	2.6	0.7	-19.6%	13.3%	-0.2	-0.2%	11.7%	7.5%	9.5
COc1cc(/C=N/NC(=O)c2[nH]nc3c2CCc2ccccc2-3)ccc1O	1.1	-11.6	u	13.9%	-2.3	6.2%	u	-7.7%[11.6 µM]	-25.0
CC1(C)C(C(=O)OCC(Cl)(Cl)Cl)N2C(=O)C(NC(=O)Cc3ccccc3)C2S1=O (stereo not drawn)	-3.4	-8.2	u	-3.2%	-0.3	9.6%	19.1%	12.6%	-10.8
CCCOc1ccc(C(=O)C(CCC(CNCC)C(=O)c2ccc(OCCC)cc2)CNCC)cc1 (stereo not drawn)	0.1	1.2	-3.1%	-6.4%	3.1	u	u	-23.9%	-22.4
CCOC(=O)c1sc(-c2ccccn2)nc1C	0.8	2.6	-12.3%	13.7%	0.2	16.3%	13.8%	-0.8%	2.1
O=C1c2ccccc2C(=O)N1CCCCSc1nc2ccccc2o1	0.9	8.8	-1.1%	14.4%	0.5	-10.8%	u	-12.2%	3.3
Nc1cc(N)nc(SCC(=O)c2ccc3c(c2)NC(=O)CO3)n1	5.4	0.3	-13.9%	6.1%	-0.3	-2.0%	18.1%	4.5%	0.6
C=CCn1c(SCC(=O)c2ccc(O)c(O)c2)nnc1-c1cccnc1	-1.5	-50.9*	-16.1%	1.8%	-2.5	-19.2%	17.4%	39.8µM*	9.9
Cc1ccc(Cl)cc1N1CCN(C(=O)C(C)n2ncn3cccc3c2=O)CC1 (stereo not drawn)	1.7&-16.2	8.2	-14.2%	-3.4%	0.2	2.4%&0.6%	u	-8.4%	43.2
CCOCCCNC(=O)CN1CCN(Cc2ccccc2C)C1=O	7.8	-2.5	1.7%	-2.9%	-1.6	-0.7%	-9.7%	3.3%	-1.4
COc1cc2cc(Oc3ccc4ccc(=O)oc4c3)c(=O)oc2cc1OC(=O)/C=C/c1ccccc1	-5.3	-4.9	-0.4%	-3.1%	0.9	2.7%	9.1%	0.9%	5.6
COc1ccc(-n2c(SCC(=O)N3CCOCC3)nc3ccccc3c2=O)cc1	0.9	5.5	-3.4%	-10.4%	0.6	-4.3%	-0.7%	-12.1%	11.0
CCN(CC)S(=O)(=O)c1ccc(N2CCN(C)CC2)c(NC(=O)CSCC(=O)Nc2cccc(C)c2)c1	-8.1	-7.3	-15.1%	0.8%	0.1	0.8%	u	-32.0%	-20.2
Cc1cccc(CSc2nn3c(=O)c(C)nnc3s2)c1	8.4	2.6	-3.0%	8.4%	-0.4	-1.0%	3.8%	1.6%	3.6
Cc1cccc(C(=O)OCC(=O)NCc2ccco2)c1	3.1	-25.7	-7.2%	6.8%	-0.4	-4.4%	7.8%	5.6%[11.6 µM]	0.0
CCn1c(=O)c(CCC(=O)NCC2CCCO2)c(C)c2c(C)nn(-c3ccc(C)cc3)c21 (stereo not drawn)	4.8	2.6	-15.2%	-1.4%	-4.7	0.0%	8.5%	9.3%	11.8
CCOC(=O)C1=C(COC(=O)CCNS(=O)(=O)c2ccc(NC(C)=O)cc2)NC(=O)NC1C (stereo not drawn)	-0.2	-1.6	-18.6%	10.6%	-4.1	0.3%	36.4%[activator]	0.0%	-7.9
O=C(Cc1ncc(C(F)(F)F)cc1Cl)NCc1cccnc1	-3.1	-6.1	0.0%	0.7%	-2.8	5.2%	12.6%	8.5%	-7.3

Compound activity: PubChem, National Center for Advancing Translational Sciences (NCATS)
